DAT uptake mod: changed hDAT dopamine uptake under cocaine IC80, either direction, primary screen, cocaine antagonist project, cell-based, LLC-PK1 hDAT, [14C]-dopamine uptake, MLSMR | 110,000 compounds, 1.3% hits | B-score at 10 µM | AID 449768, 2010 | LLC-PK1 hDAT cells, [14C]-dopamine uptake with cocaine IC80; actives deviate in either direction;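 active = Z score or B-score, a plate-position-corrected score, falls beyond the plate's 99.7% confidence bounds, in either direction; inactive = both scores lie inside the 99.7% bounds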;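 note: scored against the spread of the other compound wells on the same plate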
Target sequence (Q01959 whole entry, looked up): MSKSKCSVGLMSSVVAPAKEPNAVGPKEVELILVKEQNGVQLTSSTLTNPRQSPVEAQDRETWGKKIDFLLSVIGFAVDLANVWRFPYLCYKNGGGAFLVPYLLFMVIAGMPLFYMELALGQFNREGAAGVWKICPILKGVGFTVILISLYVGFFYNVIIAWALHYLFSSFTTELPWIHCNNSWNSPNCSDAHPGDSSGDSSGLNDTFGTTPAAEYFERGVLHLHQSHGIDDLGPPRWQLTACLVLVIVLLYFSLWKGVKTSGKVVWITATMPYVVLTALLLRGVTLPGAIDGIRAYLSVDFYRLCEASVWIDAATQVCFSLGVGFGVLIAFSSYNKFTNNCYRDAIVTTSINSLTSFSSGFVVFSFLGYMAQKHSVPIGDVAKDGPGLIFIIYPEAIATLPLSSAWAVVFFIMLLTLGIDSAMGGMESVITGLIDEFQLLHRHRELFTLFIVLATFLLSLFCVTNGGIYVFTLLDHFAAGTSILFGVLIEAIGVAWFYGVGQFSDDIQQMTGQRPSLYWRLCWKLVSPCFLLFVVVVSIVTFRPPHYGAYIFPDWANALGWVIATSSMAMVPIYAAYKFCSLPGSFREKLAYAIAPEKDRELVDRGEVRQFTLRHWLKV
F-actin modifier: modifiers of F-actin cytoskeleton organization, primary screen, imaging, HUVEC, phalloidin staining, high-content imaging; HUVEC TNFa F-actin phalloidin imaging; inhibition, % at 2 µM; 91,000 compounds, 0.18% hits; AID 836, 2007;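 active = inhibition above the batch mean plus 3 SD and confirmed as a hit by visual image inspection, cut at about 30% in these data, passing the limit was not always enough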; note: strong numbers were not always called active
Candida biofilm: clotrimazole potentiators killing Candida biofilms, primary screen, with clotrimazole, Alamar Blue; C. albicans biofilm + clotrimazole; 85,000 compounds, 0.14% hits; inhibition, % at 6 µM; AID 834, 2007;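 active = inhibition above 20%; inactive = inhibition below 20%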;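 note: preformed 24 hr biofilms exposed to compound for 48 hr; 0% = biofilm without compound and 100% = blank killed by clotrimazole plus chlorhexidine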
PTPN22 inh 2: PTPN22 phosphatase inhibitors, primary screen, biochemical, DiFMUP fluorescence, 2 µM. recombinant LYP catalytic domain. inhibition, % at 2 µM. 96,000 compounds, 0.21% hits. AID 640, 2007. Tyrosine-protein phosphatase non-receptor type 22 (Homo sapiens), Q9Y2R2;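 active = inhibition at 2 µM at or above a set limit, the screen mean plus 3 SD, cut at about 24% in these data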;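 note: 0% = DMSO with enzyme and 100% = enzyme fully blocked by orthovanadate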
VCAM1 TNFa inh: inhibitors of TNFa-induced VCAM1 expression, primary screen, imaging, HUVEC, TNFa stimulus, immunofluorescence. HUVEC TNFa-induced VCAM-1 immunofluorescence, high-content imaging. inhibition, % at 2 µM. 95,000 compounds, 0.48% hits. AID 802, 2007;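 active = inhibition above the batch mean plus 3 SD, with images confirmed as a hit by eye, cut at about 37% in these data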;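 note: 0% = TNF-stimulated DMSO wells and 100% = unstimulated control wells; not every result past the cut was called active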
TNFa cytotox: cytotoxicity in TNFa-stimulated HUVEC, primary screen, cytotoxicity control for VCAM1 expression modulator project, imaging, Hoechst nuclei count. cell count reduction, % at 2 µM. 93,000 compounds, 0.17% hits. HUVEC TNFalpha-stimulated, Hoechst cell count;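 active = cell count reduction exceeding the screen mean by over 5 SD, scaled to untreated wells per plate, cut at about 78% in these data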;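 note: cells counted after 24 h of TNF alpha exposure following the 1 h pretreatment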
MT1-MMP txn act: MT1-MMP promoter reporter activation – cell-based, luciferase luminescence, primary screen | HT1080 MT1-MMP promoter luciferase reporter, overnight; hits give high values | activation factor at 10 µM | 86,000 compounds, 0.16% hits;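 active = activation factor of at least 2 for MT1-MMP transcription at 10 µM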
HUVEC tox IL1B: cytotoxicity in IL-1B stimulated HUVEC, primary screen, cytotoxicity control for IL-1B NFkB translocation project, imaging, Hoechst nuclear count, IL-1B stimulus. HUVEC cell count loss. cell count reduction, % at 2 µM. 94,000 compounds, 0.41% hits. AID 845, 2007;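 active = cell count reduction more than 3 SD above the screen-wide mean, cut at about 70% in these data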;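 note: normalized per plate to untreated control cells as the no-loss baseline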
Smad3 inh: Smad3/FoxH1 peptide binding inhibitors, primary screen, biochemical, TR-FRET; inhibition, % at 25 µM; Mothers against decapentaplegic homolog 3 (Homo sapiens), P84022; TR-FRET Smad3/Dy647-FoxH1 peptide binding, europium anti-His; 88,000 compounds, 0.29% hits;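 active = compounds that reduce the energy-transfer binding signal between the protein and its labelled peptide by more than half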;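 note: 0% = Smad3 plus labelled peptide maximal FRET and 100% = peptide-only background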
Target sequence (P84022 whole entry, looked up): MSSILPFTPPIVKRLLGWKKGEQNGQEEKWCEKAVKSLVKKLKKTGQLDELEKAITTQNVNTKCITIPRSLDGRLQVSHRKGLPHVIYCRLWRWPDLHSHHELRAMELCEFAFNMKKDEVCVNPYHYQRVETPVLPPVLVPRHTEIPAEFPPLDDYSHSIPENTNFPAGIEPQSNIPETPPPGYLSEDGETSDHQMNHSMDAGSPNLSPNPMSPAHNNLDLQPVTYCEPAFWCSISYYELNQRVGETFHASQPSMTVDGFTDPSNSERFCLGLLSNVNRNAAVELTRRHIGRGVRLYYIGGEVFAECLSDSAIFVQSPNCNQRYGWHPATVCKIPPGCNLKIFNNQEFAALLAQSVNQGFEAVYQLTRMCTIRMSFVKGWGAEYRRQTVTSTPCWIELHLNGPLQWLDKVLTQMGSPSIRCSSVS
An asterisk follows results filed as active; nt = no result given; [ ] = another dose, or the depositor's remark. Some of the compounds tested. The share of hits here may be higher or lower than overall.

SMILES | DAT uptake mod | F-actin modifier | Candida biofilm | PTPN22 inh 2 | VCAM1 TNFa inh | TNFa cytotox | MT1-MMP txn act | HUVEC tox IL1B | Smad3 inh
COC(=O)C1=C(C(=O)c2ccc(C)cc2)C(c2ccc(O)c(OC)c2)n2nnnc2N1 (stereo unspecified) | 0.019 | 4 | -2 | 0 | 12 | 16 | nt | 25 | -9
CCOC(=O)c1[nH]c2c(c1C)C(=O)CC(c1ccc(F)cc1)C2 (stereo unspecified) | -0.78 | nt | 4 | nt | nt | nt | 0.4 | nt | -8
CCCn1c(SCC(=O)c2ccc3c(c2)OCCO3)nnc1-c1ccco1 | -0.47 | 11 | 3 | -7 | -13 | -40 | 1.2 | -8 | 20[fluorescence artefact?]
FCCCOc1ccc(/C=N/OCc2ccc(Cl)cc2Cl)cc1 | -0.16 | 13 | nt | 6 | -3 | 5 | nt | 14 | nt
CC1=CCC2C(=O)N(c3ccc(C)c(Br)c3)C(=O)C2C1 (stereo unspecified) | -0.77 | 2 | nt | 2 | 1 | -25 | 1.3 | 30 | nt
COc1ccccc1-n1c(=O)oc2ccc(Cl)cc2c1=O | -0.75 | 6 | 2 | -10 | 20 | -10 | 1.3 | -2 | 2
Oc1ccc(N2CCN(C(c3ccccn3)c3nnnn3C3CCCC3)CC2)cc1 (stereo unspecified) | -0.039 | 11 | 9 | -4 | -4 | nt | 1 | -13 | 2
CSc1nc(-c2ccco2)nn1C(=O)c1cccs1 | -0.14 | 7 | 4 | -2 | 2 | 4 | 1.1 | -30 | -7
COc1cccc(C2C(C(=O)c3cc4cccc(OC)c4o3)=C(O)C(=O)N2c2cc(C)on2)c1OC (stereo unspecified) | 2.3 | 2 | 7 | 2 | -27 | -31 | 1.1 | -9 | 4[fluorescence artefact?]
Cc1cc(N(CN2CCCC2=O)C(=O)c2ccc(F)cc2)no1 | 1.1 | 20 | 4 | -1 | -6 | -51 | 1.1 | -20 | 6
COCCN(CCOC)S(=O)(=O)c1ccc(OC)cc1 | -1.2 | 40 | 4 | -13 | 6 | -15 | 1 | 30 | -3
COc1ccc(/C=N/N=C/c2ccc(OC)c(O)c2)cc1O | -0.55 | -3 | nt | 6 | 12 | -5 | nt | 6 | nt
CCN1CCCC1CNC(=O)Cn1cnc2sc(C)c(S(=O)(=O)N3CCC(C)CC3)c2c1=O (stereo unspecified) | -1 | -24 | -1 | -5 | -48 | -4 | 1 | -11 | -24
O=C(Nc1ccc(Cl)cn1)C1CCCN1S(=O)(=O)c1ccccc1 (stereo unspecified) | -0.56 | 3 | 6 | -1 | 6 | -25 | 1.1 | -2 | 8
COc1ccccc1NC(=O)CNC(=O)c1ccccc1 | -0.18 | 31 | 6 | 8 | -1 | -19 | 1.1 | -12 | 15
CC1CC(C)CN(c2ncc3c(n2)CC(c2ccccc2)CC3=O)C1 (stereo unspecified) | 2.5 | -7 | 8 | -3 | -23 | -29 | 1.2 | -59 | 18
COC(=O)C1=C(C)N(C)C(=O)NC1c1ccc(O)c(OC)c1 (stereo unspecified) | -0.29 | 9 | 6 | 3 | -1 | -25 | 1.1 | -1 | -4
COc1ccc(NC(=O)c2cc(F)cc(F)c2)cc1Cl | -1.2 | 7 | nt | 2 | -3 | -29 | nt | -5 | nt
COc1ccc(-c2nnc3sc(C(C)N4C(=O)c5ccccc5C4=O)nn23)cc1 (stereo unspecified) | 1.4 | 8 | 1 | 2 | 18 | -18 | 1.1 | -8 | 2
O=C(Cc1n[nH]c(=O)[nH]c1=O)N/N=C/c1ccccc1 | -0.26 | -18 | nt | -5 | 10 | -9 | nt | -1 | nt
CC(NC(=O)C1CC1)C(c1cccs1)N1CCN(c2ccccc2)CC1 (stereo unspecified) | -0.95 | nt | -1 | nt | nt | nt | 1.1 | nt | -2
COc1cc(OC)c(C(=O)NC2CC(C)(C)NC(C)(C)C2)cc1OC | -0.5 | 8 | 1 | 8 | 10 | 12 | 1.2 | 3 | -10
O=C(Oc1ccc(-c2ccccc2)cc1)N1CCOCC1 | 0.12 | 3 | 5 | 10 | -7 | 10 | 1.3 | 2 | -7
COC(=O)C(NC(=O)c1ccccc1C)(Nc1ncc(S(=O)(=O)c2ccc([N+](=O)[O-])cc2)s1)C(F)(F)F (stereo unspecified) | 0.23 | 8 | nt | 6 | 1 | -14 | nt | -4 | nt
COC(=O)c1cccc(NC(=O)/C=C/c2cccc([N+](=O)[O-])c2)c1 | -0.78 | 12 | nt | 19 | -1 | -24 | nt | 22 | nt
O=C(C1CCN(S(=O)(=O)c2ccc(F)cc2)CC1)N1CC=C(c2ccccc2)CC1 | -0.25 | nt | 8 | nt | nt | nt | 1.1 | nt | 4
CCCCNc1cc(C)oc(=O)c1C(C)=O | -0.31 | 2 | 7 | -18 | 2 | -3 | 1.1 | -63 | 2
CC(=O)Nc1cccc(Oc2ccc(-c3noc(C)n3)cc2)c1 | -0.55 | 2 | 6 | -1 | 24 | -29 | 1 | 12 | 12
COc1ccccc1Cn1c(-c2ccco2)nc2nc3ccccc3nc21 | -0.022 | 15 | nt | 17 | 0 | -3 | 1.2 | 8 | nt
Cc1nc(NC(=O)c2ccc(Cl)cc2)sc1-c1csc(Nc2cccc(F)c2)n1 | 1.7 | 1 | nt | 6 | -29 | -38 | nt | -86 | nt
CC1CCCC(NC(=O)COC(=O)COc2ccc(Cl)cc2)C1C (stereo unspecified) | -0.016 | 11 | nt | -2 | 0 | -25 | nt | 19 | nt
CC(C)c1nnc(NC(=O)CCCCCN2C(=O)C3C4C=CC(C4)C3C2=O)s1 (stereo unspecified) | 0.71 | -3 | 7 | 1 | 3 | -20 | nt | 18 | 0
COCCCNC(=O)CS(=O)(=O)Cc1nc(-c2ccccc2C)oc1C | 0.7 | 22 | nt | 7 | -9 | 63 | 1.1 | 0 | nt
CCOc1ccc(OCC)c(NC(=O)C2CCCN(c3ncccn3)C2)c1 (stereo unspecified) | 1.5 | 10 | 4 | 0 | 24 | -2 | 1.2 | -20 | 7
O=C(CSc1nc2ccccc2o1)NCc1n[nH]c(=O)c2ccccc12 | nt | 36 | -2 | -17 | 19 | -22 | 1.2 | 6 | -10
Cn1c(C(=O)NC2CCCCC2)cc2sccc21 | -0.74 | 8 | -6 | 1 | 10 | -3 | 1.4 | 2 | -15
Cn1c(CN2CCCC2)nc2cc(NC(=O)c3ccco3)ccc21 | -0.026 | 12 | 2 | -12 | 21 | 4 | 1.3 | 10 | -2
CC(NC(=O)c1ccccc1)c1nc2ccccc2n1Cc1ccc(C#N)cc1 (stereo unspecified) | 0.85 | -32 | 8 | 4 | -9 | 14 | 1.1 | 7 | 7
CCOC(=O)NC(=O)COC(=O)Cc1cc(OC)c(OC)c(OC)c1 | -0.092 | 8 | 5 | -4 | 4 | -30 | 1 | -10 | 0
O=C1S/C(=C/c2ccc(N3CCOCC3)o2)C(=O)N1Cc1c(F)cccc1Cl | -0.89 | -4 | 7 | -4 | 5 | 1 | 1.1 | -8 | -6
COc1cc(NC(=O)CSc2nccc(C)n2)c(C(=O)O)cc1OC | -0.56 | -40 | -1 | -5 | nt | nt | 1.2 | 15 | 7
O=C(O)c1ccccc1NC(=O)C1CCCO1 (stereo unspecified) | -0.49 | -1 | 1 | 12 | -18 | -8 | 0.9 | -12 | -12
COc1ccc(C2N=C(N)N=C(N)N2c2ccccc2OC)cc1OC (stereo unspecified) | -0.049 | 22 | -1 | 12 | -6 | -12 | 1.1 | -22 | -5
CCc1ccc(Nc2cc(=O)n(C3CCCCC3)c(=O)[nH]2)cc1 | -0.72 | 9 | 3 | 9 | -5 | -8 | 1.5 | 4 | 10
CC(C)n1nnnc1SCC(=O)NNC(=O)C1CCCCC1 | 0.34 | -8 | nt | -2 | -4 | -3 | nt | -36 | nt

Three compounds from above with just MT1-MMP txn act, Smad3 inh and PTPN22 inh 2.
Compound | MT1-MMP txn act | Smad3 inh | PTPN22 inh 2
COCCCNC(=O)CS(=O)(=O)Cc1nc(-c2ccccc2C)oc1C | 1.1 | nt | 7
CCOc1ccc(OCC)c(NC(=O)C2CCCN(c3ncccn3)C2)c1 (stereo unspecified) | 1.2 | 7 | 0
O=C(CSc1nc2ccccc2o1)NCc1n[nH]c(=O)c2ccccc12 | 1.2 | -10 | -17

(more compounds)
SMILES | DAT uptake mod | F-actin modifier | Candida biofilm | PTPN22 inh 2 | VCAM1 TNFa inh | TNFa cytotox | MT1-MMP txn act | HUVEC tox IL1B | Smad3 inh
CC1CCc2c(sc(NC(=O)COC(=O)c3ccccc3NCc3ccco3)c2C#N)C1 (stereo unspecified) | -1.4 | -24 | nt | 0 | -3 | -3 | nt | -13 | nt
COCCCNC(=O)c1c(N)n(-c2ccc3c(c2)OCO3)c2nc3ccccc3nc12 | 0.082 | 8 | 8 | -26 | -14 | -38 | 1.2 | -30 | 8
CCCn1c(C)cc(C(=O)COC(=O)c2c(C)nn(-c3ccccc3)c2C)c1C | 0.55 | -9 | -1 | -2 | -4 | -18 | nt | -6 | -7
Nc1c(C(=O)Nc2ccccc2)sc2nc(-c3ccco3)ccc12 | 0.1 | 3 | 10 | -6 | 18 | 45 | 1.1 | 6 | 10[fluorescence artefact?]
CC(C)Cc1nnc(NC(=O)CCN2C(=O)c3ccccc3C2=O)s1 | 0.32 | -3 | 9 | -15 | 8 | -4 | 1.1 | -45 | 9
Cc1ccc(NC2=Nc3ccccc3CS2)cc1 | -0.33 | 0 | 3 | 2 | -9 | 4 | 0.8 | 17 | 7
Cn1c(C(=O)NCc2ccccc2)cc2oc3ccccc3c21 | -0.14 | 9 | 4 | -18 | -6 | -6 | 1.1 | 20 | 3
CCn1cc(Br)c(C(=O)NCc2ccco2)n1 | -0.63 | 6 | -5 | 2 | 3 | -48 | 1.1 | -1 | -4
CCCCn1nc2cc(C(=O)NCCCCc3ccccc3)ccc2c1OCC | 0.52 | -2 | nt | 10 | 5 | 0 | nt | 11 | nt
c1ccc(N2CC[N+]3(CCCC3)CC2)nc1 | -0.79 | 6 | 8 | 12 | -2 | -4 | 1 | -8 | -1
CCN(CC)c1nc(N(CC)CC)[nH]c(=O)n1 | -2.4 | -16 | 0 | -6 | -1 | -11 | 1 | -13 | 8
Cc1ccc(N2CC(C(=O)NCc3cccnc3)CC2=O)cc1 (stereo unspecified) | 0.067 | 9 | 8 | -6 | -7 | -11 | 1.1 | -42 | -2
Cc1nc2sc3c(O)cc(=O)[nH]c3c2c(C)c1C | nt | 1 | 1 | -7 | -5 | -28 | nt | nt | -2
O=C(Nc1ccccc1N1CCOCC1)c1ccc2c(c1)C(=O)N(Cc1ccncc1)C2=O | 0.35 | 17 | 1 | 7 | 18 | 11 | 1.1 | 9 | 1
Cc1ccc(O)c(-c2cc3ccccc3[nH]2)c1 | -0.55 | -1 | 7 | 2 | 20 | -15 | 1.3 | -9 | -9
CCOc1cc(/C=C2/C(=O)N(c3ccccc3)N=C2C)ccc1OC(=O)c1cccs1 | -0.12 | 30 | nt | 8 | -4 | -18 | nt | 14 | nt

Bioassay records (PubChem BioAssay)
